HePTP inhibitor = human HePTP phosphatase inhibition. recombinant HePTP phosphatase activity, OD absorbance. inhibition, % at 20 µM. 110,000 tested, 0.64% active. AID 521; in the data active = inhibition above about 50%;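 also: plate controls were vehicle for no effect and reference inhibitor for full effect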
Target sequence (P35236 whole entry, looked up): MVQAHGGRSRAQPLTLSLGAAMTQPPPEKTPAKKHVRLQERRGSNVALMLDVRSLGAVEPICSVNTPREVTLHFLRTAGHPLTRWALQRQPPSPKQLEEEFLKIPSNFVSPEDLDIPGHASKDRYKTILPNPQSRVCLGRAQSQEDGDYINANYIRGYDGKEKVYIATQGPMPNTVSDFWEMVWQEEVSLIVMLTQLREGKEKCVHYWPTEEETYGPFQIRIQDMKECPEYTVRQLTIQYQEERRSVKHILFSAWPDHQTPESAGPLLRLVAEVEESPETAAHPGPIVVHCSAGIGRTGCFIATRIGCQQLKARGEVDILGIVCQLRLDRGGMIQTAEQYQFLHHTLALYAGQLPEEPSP
BAP1 block = human BAP1 deubiquitinase inhibition; 72,000 tested, 0.48% active; Q92560; AID 436; recombinant BAP1, Ub-AMC hydrolysis fluorescence kinetic; hits give low values; activity remaining (% of control), % at 20 µM;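 active = activity remaining at or below 50% of control, provided the compound also passes the data quality filters; inactive = the rest, including low values that fail the filters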;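 also: 100% = DMSO wells rate and 0% = substrate alone blank rate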
Target sequence (Q92560 whole entry, looked up): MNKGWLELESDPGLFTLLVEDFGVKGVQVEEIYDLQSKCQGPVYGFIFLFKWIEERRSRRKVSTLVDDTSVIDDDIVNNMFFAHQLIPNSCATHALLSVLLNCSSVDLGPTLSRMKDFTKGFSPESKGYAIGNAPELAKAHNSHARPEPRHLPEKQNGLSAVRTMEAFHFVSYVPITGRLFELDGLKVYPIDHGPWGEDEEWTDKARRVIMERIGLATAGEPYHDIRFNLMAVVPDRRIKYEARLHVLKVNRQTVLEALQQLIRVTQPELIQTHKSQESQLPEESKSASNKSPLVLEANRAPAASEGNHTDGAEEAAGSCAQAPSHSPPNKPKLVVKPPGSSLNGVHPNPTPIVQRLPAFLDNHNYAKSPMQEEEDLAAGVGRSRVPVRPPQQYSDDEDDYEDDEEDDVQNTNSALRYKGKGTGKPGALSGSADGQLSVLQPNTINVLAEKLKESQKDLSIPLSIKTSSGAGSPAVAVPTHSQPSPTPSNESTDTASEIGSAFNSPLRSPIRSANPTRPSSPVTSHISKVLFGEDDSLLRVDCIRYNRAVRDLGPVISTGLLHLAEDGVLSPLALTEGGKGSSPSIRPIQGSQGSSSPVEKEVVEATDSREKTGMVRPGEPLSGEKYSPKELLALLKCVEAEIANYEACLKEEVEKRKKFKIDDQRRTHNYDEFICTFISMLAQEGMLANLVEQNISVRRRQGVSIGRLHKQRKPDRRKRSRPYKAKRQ
* hit, by the source's call; / = not tested or not shown; & = joins results of further samples.

SMILES	HePTP inhibitor	BAP1 block
Cc1ccc(NC(=O)CCC(C(=O)O)N2C(=O)c3ccccc3C2=O)cc1 (stereo unspecified)	9.5	93.6
Cc1ccccc1-n1c(SCc2ccccn2)nc2n[nH]c(C)c2c1=N	/	122.8
COc1cccc(Oc2cncnc2-c2ccc(OC)cc2O)c1	2.8	88.8
COc1ccc(N2C(=O)NC(=O)/C(=C/c3ccccc3OCCOc3ccccc3)C2=O)cc1	-16.2	/
COc1cc(OC)cc(C(=O)Nc2cccc(-c3nc4ccccc4s3)c2)c1	11.1	/
O=C(CN1C(=O)c2ccccc2C1=O)NC(c1ccccc1)c1ccccc1	6.9	/
CCOC(=O)c1ccccc1NC(=O)CCC1CCCC1	-6.1	/
O=C1/C(=C\c2ccccc2[N+](=O)[O-])SC(=S)N1c1ccc(F)cc1	7.1	/
Cc1csc(N(C(=O)c2cccc(S(=O)(=O)N(C)C)c2)c2ccccc2)n1	10.3	114.2
O=C1CC(c2ccc3c(c2)OCO3)CC2=C1C(c1ccccc1OCc1ccccc1)Nc1ccccc1N2 (stereo unspecified)	9.2	/
COc1ccccc1CNC(=O)c1cnc2ccccn2c1=O	4.7	108.2
CSCCC(NC(=O)C1CCC(C)CC1)C(=O)N1CCN(c2ccccn2)CC1 (stereo unspecified)	0.6	100.0
CCOc1ccccc1NC(=O)c1c(Cl)ccc(Cl)c1OC	3.7	/
CC1=C(C(=O)OCCCc2ccccc2)C(c2ccccc2[N+](=O)[O-])CC(=O)N1 (stereo unspecified)	-7.5	/
CCC(CC)C(=O)Nc1cccc(C(=O)N2CCCCCC2)c1	4.0	94.8
Cc1ccc(S(=O)(=O)c2cc3c(=O)n4ccccc4nc3n(CC3CCCO3)c2=N)cc1C (stereo unspecified)	12.4	/
O=C1c2ccccc2C(O)(Cc2ccccc2)N1CCCN1CCOCC1 (stereo unspecified)	3.9	105.2
S=C(Nc1ccccc1)Nc1ccc(Br)cn1	1.7	/
CN1CCN(C(=O)c2cnn3c(C(F)(F)F)cc(-c4ccco4)nc23)CC1	-2.2	/
CCC(C)(C)n1nnnc1C(c1cc2cc(OC)c(OC)cc2[nH]c1=O)N1CCc2ccccc21 (stereo unspecified)	1.4	93.0
Cc1ccc(C)c(N2CC(C(=O)Nc3ccc([N+](=O)[O-])cc3)CC2=O)c1 (stereo unspecified)	-2.4	/
Cc1cccc(NCN2C(=O)C3CCCCC3C2=O)c1 (stereo unspecified)	4.9	/
CCCSc1nnc(NC(=O)Nc2ccccc2)s1	7.3	86.7
NC1C=CC=C(C(=O)O)C1 (stereo unspecified)	/	99.5
O=[N+]([O-])c1cc(Cl)cc2c1[nH]c1ccc(Cl)cc12	5.3	/

2 records picked at random from the list so far:
SMILES	HePTP inhibitor	BAP1 block
Cc1ccc(NC(=O)CCC(C(=O)O)N2C(=O)c3ccccc3C2=O)cc1 (stereo unspecified)	9.5	93.6
CCOc1ccccc1NC(=O)c1c(Cl)ccc(Cl)c1OC	3.7	/

The list goes on.
SMILES	HePTP inhibitor	BAP1 block
COc1ccc(NC(=O)c2ccco2)cc1NC(=O)c1ccc(Br)o1	3.2	74.8
NC(=O)C1CCCN(S(=O)(=O)c2ccccc2)C1 (stereo unspecified)	-8.2	111.6
COC(=O)c1ccc(C(=O)OC)c(NC(=O)c2cc3ccccc3o2)c1	6.5	/
CC(=O)c1cccc(NC(=O)N2CCCC2C(=O)NCc2ccccc2)c1 (stereo unspecified)	8.0	/
Cc1nn(CC(O)COc2ccc3c(c2)CCC3)c(C)c1C (stereo unspecified)	6.3	120.5
O=C1C=Cc2ccccc2/C1=N/Oc1ccc2noc3c2c1C(=O)c1ccccc1-3	9.7	/
O=C(Cn1cc(/C=C2\NC(=S)NC2=O)c2ccccc21)Nc1ccccc1	-0.9	/
COc1ccc(NC(=O)C(=O)NCCN2CCN(C(=O)c3ccc(C)cc3)CC2)cc1	10.4	/
COC(=O)C1=C(N)Oc2cc(C)n(Cc3cccnc3)c(=O)c2C1c1ccc(OC)c(OC)c1OC (stereo unspecified)	3.6	118.2
CCCC(=O)Nc1c(O)c2ccccc2[nH]c1=O	7.7	107.9
O=C(Nc1nc(-c2ccncc2)cs1)c1ccc(S(=O)(=O)N2CCOCC2)cc1	-11.0	103.6
CC(CN(C)Cc1ccccc1)OC(=O)c1ccc2c(c1)OCCO2 (stereo unspecified)	10.6	94.2
CN(C)c1cc(O)c(C(=S)Nc2ccccc2)c(N(C)C)c1	-2.8	81.5
CN(C1CCS(=O)(=O)C1)S(=O)(=O)c1ccc(N2CCCC2=O)cc1 (stereo unspecified)	1.0	87.2
O=C(CN1C2=NCCN2c2ccccc21)N1CCOCC1	-1.3	138.6
O=C(NC1CCCCCCC1)c1ccco1	4.7	84.4
COCCn1c(=NC(=O)CSC(C)=O)sc2cc(OC)ccc21	-4.5	85.9
CCc1nnc(NC(=O)c2ccncc2)s1	7.2	101.3
N#CSC(CS(=O)(=O)c1ccccc1)c1ccccc1 (stereo unspecified)	1.5	/
CCOC(=O)c1cc2cc(C)ccc2[nH]1	9.5	96.8
CCc1ccc(N2C(=O)NC(=O)/C(=C\c3cc(C)n(-c4cccnc4)c3C)C2=O)cc1	8.5	/
COC(=O)CCC(C(=O)NC(=O)NC(c1ccccc1)c1ccccc1)N1C(=O)c2ccccc2C1=O (stereo unspecified)	-12.0	/
CC12CC3CC(O)(C1)CC(C(=O)O)(C3)C2 (stereo unspecified)	-10.1	/
CC1CC(C)CN(CCCn2c(=S)[nH]c3ccccc3c2=O)C1 (stereo unspecified)	13.1	94.3
Cc1cc(C)c(S(=O)(=O)O)c(C)n1	0.8	146.1

Going on with the list:
SMILES	HePTP inhibitor	BAP1 block
Oc1c(I)cc(I)c2cccnc12	4.0	59.3
C=CCC(C)(CC=C)NS(=O)(=O)c1ccc(NC(C)=O)cc1	1.9	/
COc1ccc(/C=C2\SC(N3CCCCCC3)=NC2=O)c(OC)c1	8.5	/
O=C(N/N=C\c1ccc(Cl)c(Cl)c1)c1cnccn1	0.5	/
COc1cc2c(CCNC(C)=O)c[nH]c2cc1Cl	/	90.2
CCOC(=O)c1ccccc1NC(=O)c1ccc(N(Cc2ccc(Cl)cc2)S(C)(=O)=O)cc1	-9.2	/
CCN(CC)CCCCOc1cccc(OC)c1	4.5	/
O=C(Nc1ccc(-c2nc3ccccc3s2)cc1)c1cc(Br)ccc1Cl	27.8	/
N=C1S/C(=C\c2ccc(-c3ccc(F)cc3)o2)C(=O)N1c1ccc2c(c1)OCO2	19.5	/
CCc1ccc2nc(SCC(=O)N(CC)CC)c(C#N)cc2c1	3.1	97.2
O=C(Nc1ccc(Cl)cc1)Nc1ccc2c(c1)N1CCN=C1S2	3.7	109.6
COc1cccc(-n2c(CNc3ccc(F)cc3)nnc2SCC(N)=O)c1	1.5	105.4
O=C(O)c1ccccc1S(=O)CCO (stereo unspecified)	-13.1	/
O=C(Oc1cccc2ccccc12)C(Cc1ccccc1)N1C(=O)c2ccccc2C1=O (stereo unspecified)	/	142.3
COc1cc(OC)c(C2C(C#N)=C(N)Oc3cc(C)n(CCCN4CCOCC4)c(=O)c32)cc1OC (stereo unspecified)	14.0	116.0
O=C(CN1C(=O)CSC1=O)Nc1ccccc1N1CCOCC1	7.4	81.8
CC=CCOC(=O)C1=C(C)NC(=O)NC1c1cc(Cl)c(O)c(OC)c1 (stereo unspecified)	/	81.9
CCCCOc1ccc(S(=O)(=O)n2ccnc2C(C)C)cc1	-3.5	/
CCc1ccc(OCC(=O)Nc2ccc3oc(-c4ccncc4)nc3c2)cc1	/	131.3
CC(C)=C1C2CCC1C(C(=O)NCCc1ccccc1)C2C(=O)O (stereo unspecified)	1.7	/
NC1=NC(=O)/C(=C/c2cccc(OS(=O)(=O)c3cccc([N+](=O)[O-])c3)c2)S1	-2.3	/
Cc1c(NS(=O)(=O)c2cccc3nsnc23)c(=O)n(-c2ccccc2)n1C	-0.3	80.8
CCOc1ccc(C2C(C(=O)Nc3ccc(F)cc3)=C(C)Nc3nc(CCCO)nn32)cc1 (stereo unspecified)	4.1	85.8
CCn1c2ccccc2c2cc(C=Nc3ccccc3C(N)=O)ccc21	0.1	/
CN1C(=O)/C(=C/c2c(Cl)cccc2Cl)SC1=S	9.4	/

Next entries follow.
SMILES	HePTP inhibitor	BAP1 block
CC(C)Cn1c(=O)c(C(=O)Nc2ccccc2S(N)(=O)=O)c(O)c2ccccc21	-5.7	90.5
O=C1c2ccccc2CN1CCNS(=O)(=O)c1ccc(Cl)cc1	-11.0	112.0
CCOC(=O)Nc1ccc(S(=O)(=O)NCc2ccccc2)cc1	6.6	94.9
CS(=O)(=O)N1CCN(C(=O)c2ccc(-c3ccccc3)cc2)CC1	2.6&-8.9	91.7
CCC(c1nnnn1CCc1ccccc1)N1CCN(C(=O)c2ccco2)CC1 (stereo unspecified)	12.0	103.6
COc1cc([N+](=O)[O-])ccc1NC(=O)COc1ccc(Br)cc1	-5.3	/
CCN(CC)C(=O)c1c(NC(=O)c2ccccc2C)sc2c1CCCCC2	/	133.9
O=C(COc1ccc(Br)cc1)NCc1ccccn1	5.7	/
CC(=O)c1cccc(NC(=O)c2ccc(C(=O)Nc3cccc(C(C)=O)c3)cc2)c1	5.9	/
O=C(c1ccc(C#Cc2ccccc2)cc1)N1CCN(C(=O)c2ccc(C#Cc3ccccc3)cc2)CC1	2.6	/
CC(C)(C)OC(=O)NC(CCNC=C1C(=O)OC(C)(C)OC1=O)C(=O)O (stereo unspecified)	8.0	109.0
Cc1nn(Cc2ccc(Cl)c(Cl)c2)c(C)c1NC(=O)c1cc(-c2ccco2)on1	-2.4	68.9
CCC(C)NC(=O)Cn1cnc2sc(C)cc2c1=O (stereo unspecified)	/	77.7
c1csc(-c2csc(-c3cccs3)n2)c1	9.9	/
Cc1ccc(C(=O)NCCCn2ccnc2)cc1[N+](=O)[O-]	7.8	/
CNC(=O)Nc1cc(C(C)(C)C)no1	1.5	74.9
CSc1nc(-c2ccco2)nn1S(=O)(=O)c1ccccc1	-1.5	105.7
CCCOc1ccc(C(=O)Nc2ccccc2-c2ccccc2)cc1	6.7	/
Cc1[nH]n(-c2ccc([N+](=O)[O-])cc2)c(=O)c1C=NCCc1c[nH]c2ccccc12	-1.2	/
O=C(Nc1cccc(Cl)c1)c1ccccc1Br	-7.2	/
Cc1cc(C(=O)CN2C(=O)c3ccccc3S2(=O)=O)c(C)n1-c1ccccc1	5.0	236.5
CCOC(=O)c1ccc(NS(=O)(=O)CC)cc1	-0.1	103.1
O=C(NCC(=O)c1ccccc1)SCc1ccccn1	-8.7	/
CCOC(=O)COc1ccc2oc(C)c(C(=O)OC(C)C)c2c1	2.2	/
O=c1[nH]cnc2c1cnn2Cc1ccccc1	3.9	82.4

Continued.
SMILES	HePTP inhibitor	BAP1 block
CCOc1ccccc1NC(=O)c1ccc(Cl)c(Cl)c1	1.5	/
COc1ccc(-n2c(=O)c3c4c(sc3n3c(SC)nnc23)CCCC4)cc1	1.8	/
O=C(CCn1nnc(-c2cccs2)n1)NC1CCCCC1	4.7	96.0
COc1cc([N+](=O)[O-])ccc1NC(=O)Cn1cnc2c1c(=O)n(C)c(=O)n2C	-8.3	/
COC(=O)NC1(C(F)(F)F)NC(=O)N(C2CCCCC2)C1=O (stereo unspecified)	14.7	73.4
Oc1c(C(c2ccccc2)N2CCc3ccccc3C2)sc2ncnn12 (stereo unspecified)	8.7	80.4
COc1ccc(C(=O)/C=C/c2ccc(-c3ccccc3[N+](=O)[O-])o2)cc1	-2.4	/
COC(=O)c1sc(NC(=O)CCc2ccccc2)c(C(=O)OC)c1C	104.0*	/
Cc1nnc(NC(=O)C2(c3ccccc3)CCOCC2)s1	8.9	138.9
CCC(CO)NCCNC(CC)CO (stereo unspecified)	1.8	106.2
CCCOC(=O)Nc1cc(OC)c(Cl)cc1OC	5.4	101.5
Cc1cccc(OCCCCNC(C)(C)C)c1C	4.8	/
CC(CCc1ccc(O)cc1)NCCc1ccc(O)c(O)c1 (stereo unspecified)	/	91.0
COc1ccc(OC)c(S(=O)(=O)NCCc2cn3ccsc3n2)c1	3.6	81.7
COc1ccccc1/C=N/N=C1/NC(=O)C(CC(=O)Nc2ccc(Cl)c(Cl)c2)S1 (stereo unspecified)	-1.6	/
Cc1ccc2c(c1)N(CC(=O)NC1CCCCC1C)C(=O)CO2 (stereo unspecified)	2.2	104.7
c1cc2[nH]snc2c2nc(C3CC3)nc12	-9.1	64.5
CCOC(=O)c1c(NC(=O)c2cccnc2)sc2c1CCC2	2.7	/
O=C(COC(=O)C1=COCCO1)Nc1ncc(C(F)(F)F)cc1Cl	3.6	91.4
O=C(/C=C/c1ccc(Cl)cc1)c1ccc(NC(=O)c2cccnc2)cc1	-2.8	/
O=C(CCN1CCc2ccccc2C1)Nc1cccc(F)c1	-0.3	149.6
COc1ccc(C(=O)C(Sc2nnnn2-c2ccccc2)c2ccc([N+](=O)[O-])cc2)cc1 (stereo unspecified)	2.6	/
CCOC(=O)Cn1c(SC)nc2sc3c(c2c1=O)CC(C)(C)OC3	2.4	50.8
O=C1CC(c2ccccc2C(F)(F)F)c2ccccc2N1 (stereo unspecified)	-4.3	/
FC(F)(F)c1cnc2c(c1)Nc1ccccc1S2	10.4	67.5
C(=N\n1cnnc1)/c1cccc(Oc2ccccc2)c1	-7.0	114.6
COc1cc(NC(=O)COc2ccccc2C)c(OC)cc1Cl	5.6	/
CCc1cc2cc(C)cc(C)c2nc1SCC(=O)N1CCN(C(=O)c2ccco2)CC1	-2.7	92.0

Six entries out of the list above, arranged by the number in BAP1 block, highest first.
SMILES	HePTP inhibitor	BAP1 block
O=C(CCN1CCc2ccccc2C1)Nc1cccc(F)c1	-0.3	149.6
C(=N\n1cnnc1)/c1cccc(Oc2ccccc2)c1	-7.0	114.6
O=C(CCn1nnc(-c2cccs2)n1)NC1CCCCC1	4.7	96.0
CCc1cc2cc(C)cc(C)c2nc1SCC(=O)N1CCN(C(=O)c2ccco2)CC1	-2.7	92.0
Oc1c(C(c2ccccc2)N2CCc3ccccc3C2)sc2ncnn12 (stereo unspecified)	8.7	80.4
COC(=O)NC1(C(F)(F)F)NC(=O)N(C2CCCCC2)C1=O (stereo unspecified)	14.7	73.4

Screens as filed in PubChem.
